# Yeast growth tox – Compounds toxic to wild-type S. cerevisiae growth; A595 turbidity, 16 h; growth inhibition, % at 25 µM (by protocol); hit rate 0.3% among 30,000;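 active = mutant and wild-type yeast strains alike exhibit over 30% growth inhibition; inconclusive = a strain exceeds 50% while the second remains under 30%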;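 also: 0% = untreated cell controls and 100% = YPD media blanks without cells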
#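 Incubation: 16 h growth with compound, 30 °C; Material: S. cerevisiae wild-type or eIF2Bepsilon-R284H mutant strain; Signal: turbidity measured as absorbance at 595 nm; Medium: YPD yeast growth medium; Measure: growth inhibition (%) versus cell controls and blanks; Doses: 25 µM single dose.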
# Yeast eIF2B – modulators of yeast eIF2B activity; S. cerevisiae eIF2B-epsilon R284H, GCN4-lacZ luminescence; inhibition, % at 25 µM (by protocol); hit rate 0.91% among 27,000; AID 688;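 active = mutant luminescence inhibited past about 50% while wild type luminescence and mutant growth stay under set limits, limit read from the data; inconclusive = mutant versus wild type luminescence inhibition gap past a set limit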; also: some compounds called inactive have numbers as strong as hits
#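 Material: yeast eIF2B-epsilon R284H mutant carrying GCN4–beta-galactosidase fusion. Medium: YPD yeast growth medium. Incubation: 16 h growth with compound at 30 °C, 90 min Beta-Glo step. Signal: Beta-Glo luminescence plus absorbance at 595 nm. Evaluation: % inhibition of reporter signal and growth versus controls. Doses: 25 µM single dose.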
# Yeast growth tox inhibition % – also measured in Yeast growth tox; calls as there; growth inhibition, %; S. cerevisiae eIF2Bepsilon-R284H mutant growth, A595 turbidity, 16 h;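 each compound tested once at 25 µM; 0% equals untreated cells and 100% equals cell-free medium blanks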
# Yeast eIF2B mutant toxicity – also measured in Yeast eIF2B; calls as there; growth inhibition, %; measured here: mutant yeast growth, toxicity;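 each compound tested once at 25 µM; zero equals untreated control growth and 100 equals blank medium absorbance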
# * hit, by the source's call; ? = inconclusive; . = no result given.
SMILES,Yeast growth tox,Yeast growth tox inhibition %,Yeast eIF2B,Yeast eIF2B mutant toxicity
NC(=O)C1CCCN(C(=O)NC2CCCCC2)C1 (configuration not stated),-10,4,12,4
CC(O)C1C(=O)OC2(C)CC(C)(C)NC(=S)N12 (configuration not stated),11,-30,21,-30
CC(C)(C)C1(C)OC(C(=O)NC2CCCCC2)C(C(=O)NC2CCCCC2)O1 (configuration not stated),-3,7,.,.
O=C(Nc1ccccc1)c1ccccc1O,24,27,27,27
Cc1cc(C)c(S(=O)(=O)NCC(=O)O)cc1C,6,18,20,18
O=c1c(C=NCCCn2ccnc2)c(-c2ccccc2)[nH]n1-c1nc2ccccc2s1,-5,-2,-20,-2
C=CCn1c(SCC(=O)Nc2nnc(CC)s2)nnc1-c1ccco1,2,-56,14,-56
CCOc1cc(CN2CCN(c3ccc(C(C)=O)cc3)CC2)ccc1OC,-3,31,-24,31
COCCn1nnnc1C(C(C)C)N(Cc1ccccc1)Cc1cc2cc(OC)ccc2[nH]c1=O (configuration not stated),16,-11,14,-11
N#CCCN(C(=O)CSc1nc(-c2ccccc2)cn1N)c1ccc(F)cc1,11,12,.,.
CCC(COC(=O)Nc1cccc(C)c1C)NC(=O)OCC(C)C (configuration not stated),19,-16,-10,-16
O=C(NCc1ccc(F)cc1)C(c1ccccc1)N(CC1CCCO1)C(=O)Cn1nnc2ccccc21 (configuration not stated),5,-7,.,.
CCN(CC)CCOc1ncnc2c1oc1ccccc12,11,-14,.,.
Cn1c(CNC(=O)C(C)(C)C)nc2ccccc21,12,7,24,7
CCC(NC(=O)c1ccccc1NC(=O)c1ccc(C)cc1)C(=O)O (configuration not stated),25,11,.,.
CS(=O)(=O)Nc1ccc(C(=O)NCC2CCCO2)cc1 (configuration not stated),13,-10,19,-10
CCCCC(=O)OCC(=O)c1ccc(OCC)cc1,29,-13,-18,-13
CCOc1cc(C#N)c(NC(=O)CSc2nnnn2-c2ccc(OC)cc2)cc1OCC,-8,-5,-16,-5
COc1ccccc1N1CCN(CCCOc2ccc(F)cc2)CC1,-3,0,-54,.
COc1ccccc1NC(=O)c1oc2ccc(C)cc2c1C,-10,18,22,18
COc1ccc(NC(=O)C(C)Sc2ccccc2)cc1 (configuration not stated),14,13,27,13
CCOC(=O)Cc1c(C)nc2c(-c3ccccc3)c(C)nn2c1C,-8,5,23,5
CC(C)=CC(=O)Nc1ccccc1Br,1,-9,12,-9
Cc1ccc(C(CC(=O)O)Nc2nc(N3CCOCC3)nc(N3CCOCC3)n2)cc1 (configuration not stated),17,21,13,21
CC(=O)NCCn1c(SCC(=O)NCC2CCCO2)nc2ccccc2c1=O (configuration not stated),7,3,-9,3

# Sorted by formula weight (lowest first): part of the list above.
SMILES,Yeast growth tox,Yeast growth tox inhibition %,Yeast eIF2B,Yeast eIF2B mutant toxicity
CCC(NC(=O)c1ccccc1NC(=O)c1ccc(C)cc1)C(=O)O (configuration not stated),25,11,.,.
COc1ccccc1N1CCN(CCCOc2ccc(F)cc2)CC1,-3,0,-54,.
CCOc1cc(C#N)c(NC(=O)CSc2nnnn2-c2ccc(OC)cc2)cc1OCC,-8,-5,-16,-5

# Returning to the listing, repeating the two entries before the break.
SMILES,Yeast growth tox,Yeast growth tox inhibition %,Yeast eIF2B,Yeast eIF2B mutant toxicity
Cc1ccc(C(CC(=O)O)Nc2nc(N3CCOCC3)nc(N3CCOCC3)n2)cc1 (configuration not stated),17,21,13,21
CC(=O)NCCn1c(SCC(=O)NCC2CCCO2)nc2ccccc2c1=O (configuration not stated),7,3,-9,3
COc1ccc(S(=O)(=O)N2CCC(C(=O)NCC3CCCO3)CC2)cc1 (configuration not stated),7,18,.,.
COc1cccc(C(C(=O)NC2CCCC2)N(Cc2ccco2)C(=O)c2ccco2)c1OC (configuration not stated),1,3,.,.
CS(=O)(=O)NCCOc1ccc(S(=O)(=O)N2CCCc3ccccc32)cc1,-4,12,-14,12
CC(C)CC(C(=O)NCc1ccccn1)N1C(=O)c2ccccc2C1=O (configuration not stated),20,12,-14,12
CCC(C)NS(=O)(=O)c1ccc(OCC(=O)Nc2ccc(F)cc2F)cc1 (configuration not stated),-7,-4,5,-4
COc1ccccc1N1CCN(C(CNS(=O)(=O)c2cc(F)ccc2F)c2cccnc2)CC1 (configuration not stated),13,-19,21,-19
O=C(Cc1cccs1)N1CCN(c2ccc(F)cc2)CC1,12,-4,46,-4
COC(=O)[C@H](C)NC(=O)Nc1cccc(C)c1,17,-14,20,-14
Cc1ccccc1-n1c(=O)cc(N2CCC3(CC2)OCCO3)[nH]c1=O,2,4,-38,4
O=C(O)c1ccc(N2C(=O)CC(Cc3ccccc3)C2=O)cc1 (configuration not stated),-2,-3,14,-3
CCOC(=O)N1CCN(C(=O)CN(Cc2ccccc2)S(C)(=O)=O)CC1,11,-3,2,-3
O=C(O)C1CC(=O)N(C2CCCCCC2)C1 (configuration not stated),-7,19,-8,19
COc1cccc2cc(C(=O)Nc3cccnc3N3CCOCC3)c(=O)oc12,-25,5,-2,5
Cc1ccc(CN(c2ccc(C(=O)NCc3ccccn3)cc2)S(C)(=O)=O)cc1,2,11,30,11
CC(=O)Nc1ccc(S(=O)(=O)N2CCSC2c2ccc(Cl)cc2)cc1 (configuration not stated),8,-5,2,-5
CC(C)(C)NC(=O)c1ccnc(C(C)(C)C)c1,1,8,.,.
CC12CN(Cc3ccccc3)CC(C)(CN(Cc3ccccc3)C1)C2=NO,-6,-7,7,-7
COc1ccc(-c2cc3nc(C)cc(C)n3n2)c(OC)c1,15,13,22,13
O=c1c2ccccc2nc(-c2ccco2)n1CCCn1ccnc1,18,7,32,7
COC(=O)c1ccc(N(CC(=O)NC2CCCC2)C(=O)CNC(=O)c2ccco2)cc1,16,-24,22,-24
C=C(C)COc1ccc2c(C)c(C)c(=O)oc2c1OCC(=C)C,-24,10,-26,10
COc1ccc(Cl)cc1C(=O)Nc1ccccc1N1CCN(C(=O)C(C)C)CC1,17,16,8,16
N#CCSc1nnc2ccc3ccccc3n12,23,-4,.,.
CCOC(=O)Cn1c2ccc(OC)cc2c2nc3ccccc3nc21,-6,-24,33,-24
CN(C)CCNC(=O)c1c(O)c2c([nH]c1=O)CCCC2,29,-5,20,-5

# A stretch of the results above:
SMILES,Yeast growth tox,Yeast growth tox inhibition %,Yeast eIF2B,Yeast eIF2B mutant toxicity
COc1ccc(S(=O)(=O)N2CCC(C(=O)NCC3CCCO3)CC2)cc1 (configuration not stated),7,18,.,.
COc1cccc(C(C(=O)NC2CCCC2)N(Cc2ccco2)C(=O)c2ccco2)c1OC (configuration not stated),1,3,.,.
CS(=O)(=O)NCCOc1ccc(S(=O)(=O)N2CCCc3ccccc32)cc1,-4,12,-14,12
CC(C)CC(C(=O)NCc1ccccn1)N1C(=O)c2ccccc2C1=O (configuration not stated),20,12,-14,12
CCC(C)NS(=O)(=O)c1ccc(OCC(=O)Nc2ccc(F)cc2F)cc1 (configuration not stated),-7,-4,5,-4
COc1ccccc1N1CCN(C(CNS(=O)(=O)c2cc(F)ccc2F)c2cccnc2)CC1 (configuration not stated),13,-19,21,-19

# Continuation:
SMILES,Yeast growth tox,Yeast growth tox inhibition %,Yeast eIF2B,Yeast eIF2B mutant toxicity
O=C(NCC1COc2ccccc2O1)c1c[nH]c2ccc(S(=O)(=O)N3CCOCC3)cc2c1=O (configuration not stated),17,11,25,11
CC(=O)c1cc2c(cc1NC(=O)c1cc3nc(C(C)C)cc(C(F)(F)F)n3n1)OCO2,-21,-9,22,-9
CCSc1nnc(NC(=O)c2ccc(C)cc2)s1,25,14,27,14
O=C(O)c1ccc(-n2nnnc2Oc2ccccc2C(=O)N2CCOCC2)cc1,9,0,-38,.
Cc1ccc2c(c1)C(C)CC(C)(C)N2C(=O)NC1CCCCC1 (configuration not stated),41,0,-3,.
O=c1n(S(=O)(=O)c2cccc3cccnc23)c2ccccc2n1S(=O)(=O)c1cccc2cccnc12,-1,5,-22,5
O=C1CN(S(=O)(=O)c2ccc(F)cc2)CC(=O)N1CCc1ccccc1,30,7,16,7
O=C(O)C1CCCN1C(=O)Oc1ccccc1 (configuration not stated),14,4,20,4
CCCc1[nH]n(-c2nc3ccccc3s2)c(=O)c1C=NCC1CCCO1 (configuration not stated),.,.,-32,.
Cc1cc(C)nc(N(C#N)Cc2ccccc2)n1,0,-26,-13,-26
Cc1cc(Oc2ccc(C#N)cc2)nc(N2CCOCC2)n1,-6,-33,21,-33
COC(=O)c1ccc(C(=O)OC)c(NC(=O)CSc2ccccn2)c1,-4,20,.,.
Cc1ccc(-n2[nH]c(C)c(/C=N/n3c(C)nc4ccccc4c3=O)c2=O)cc1,29,-11,.,.
Cc1c(Nc2ncnc3c2cnn3-c2ccccc2)c(=O)n(-c2ccccc2)n1C,6,0,0,.
Cc1ccc(S(=O)(=O)CCC(=O)Nc2nc3c(s2)CCCC3)cc1,-13,10,-1,10
Cc1nc2sc3c(c2c(=O)o1)CC(C)(C)OC3,-5,-32,14,-32
Nc1nc2ccc(C(=O)NC3CCCCC3)cc2s1,.,.,7,.
N#Cc1c(-c2ccc(F)cc2)nc2n(c1=O)CCS2,0,3,.,.
CCOC(=O)Cc1c(C)c2c(C)nn(-c3ccccc3)c2oc1=O,-37,-25,18,-25
Cc1ccc(NC2=CC(=O)C(=O)c3ccccc32)cc1,0,-14,30,-14
Cc1nc(NCCN2CCOCC2)c2oc3ccccc3c2n1,8,8,2,8
C=CCC(NCCCO)c1cccc(OC)c1OC (configuration not stated),35,-14,22,-14
O=C(Nc1ccc2nn(-c3ccccc3)nc2c1)c1ccco1,-44,-17,14,-17
COC(=O)C1=C(C)Nc2ncnn2C1c1ccc(OC(=O)c2ccccc2)cc1 (configuration not stated),-16,0,1,.
CN(C)Cc1c(O)ccc2occ(C(O)c3ccccc3)c12 (configuration not stated),7,0,18,.

# Continuation.
SMILES,Yeast growth tox,Yeast growth tox inhibition %,Yeast eIF2B,Yeast eIF2B mutant toxicity
O=C(NCc1ccccc1)c1cnc(-c2ccccn2)nc1C(F)(F)F,18,13,31,13
Cc1cc(C)c(C)c(S(=O)(=O)N2CCN(C(=O)c3cc(=O)[nH]c4ccccc34)CC2)c1C,-12,-5,2,-5
CC(C)n1c(SCc2cc(=O)[nH]c3ccccc23)nc2c1c(=O)n(C)c(=O)n2C,4,23,20,23
COc1ccc(C)cc1NC(=O)C1C2C=CC(C2)C1C(=O)O (configuration not stated),-17,-21,30,-21
CCOC(=O)c1ccc(CNS(=O)(=O)c2c(C)ccc3nsnc23)o1,-1,0,-2,.
COc1ccccc1Nc1ncc(C(C)=O)c(C)n1,13,4,27,4
Cc1ccc(CN2C(=O)CCC2C(=O)NCCN2CCN(c3cccc(Cl)c3)CC2)cc1 (configuration not stated),1,6,-29,6
CCN(c1ccccc1)S(=O)(=O)c1ccc(NC(=O)C(C)(C)C)cc1,-5,15,6,15
COc1cccc(Nc2nc(-c3sc(N)nc3C)cs2)c1,7,-5,-1,-5
O=C(CN1CCN(c2ccc(F)cc2)CC1)Nc1cc(C(F)(F)F)ccc1Cl,-9,0,-45,.
Cn1c(SCC(=O)NCc2cccs2)nnc1-c1ccco1,-5,-24,-1,-24
CC1CC(=O)C2=C(C1)Nc1ccccc1N(C(=O)COc1ccccc1)C2c1ccco1 (configuration not stated),15,11,-17,11
O=c1[nH]c(CN2CCN(Cc3ccc4c(c3)OCO4)CC2)nc2sc3c(c12)CCC3,18,11,18,11
COc1nc(OC)nc(N2CCCCCC2)n1,1,12,-20,12
O=c1c2ccccc2c(C=NCCCN2CCOCC2)c(O)n1Cc1ccccc1,21,0,18,.
CSC1=C(C#N)C(c2ccc3c(c2)OCO3)C2=C(CCCC2=O)N1 (configuration not stated),19,-16,-5,-16
CCOC(=O)C1CCN(Cc2c(O)ccc3ccccc23)CC1,10,7,14,7
CCN(CC)C(=O)c1ccc(C(=O)c2ccccc2)cc1,15,16,.,.
COc1ccc(OC)c(S(=O)(=O)NCCc2ccccc2)c1,11,5,18,5
Cc1nc(N)sc1C(=O)Nc1ccccc1,-4,8,.,.
CCOc1ccc(N(CC(=O)NCC2CCCO2)C(=O)CCC(=O)Nc2ccccn2)cc1 (configuration not stated),?,.,5,-14
COCC(=O)N(Cc1cc2cc(OC)ccc2[nH]c1=O)c1ccc(C)cc1,9,7,-6,7
CN1C(=O)C(CC(=O)N2CCN(C(c3ccccc3)c3ccccc3)CC2)N(C)C1=O (configuration not stated),8,0,18,.
CC(C)(C)NS(=O)(=O)c1ccc(CCC(=O)Nc2ccc3c(c2)OCO3)cc1,22,9,-15,9
CC1CCCCN1C(=O)Cc1ccc(Cl)cc1 (configuration not stated),.,.,2,.
CC(C)OC(=O)CN1C(=O)C(=O)c2ccccc21,-1,-4,23,-4
O=C1NCCCC1C(=O)NCCNC(=O)C(F)(F)F (configuration not stated),14,20,21,20
CCc1cccc(OCCCN2C(=O)NC(C)(C)C2=O)c1,13,8,-28,8

# Compound activity (PubChem BioAssay)

# Not all compounds are listed. The share of hits here may be higher or lower than overall.
